IL1B secr inh – inflammasome signaling inhibition, IL-1 beta readout. THP-1 LPS/ATP IL-1B secretion, AlphaLISA, 16 h; active compounds read low. activity change, % at 57.5 µM. 360,000 compounds, 4.7% hits; in the data active = activity change below about -50%; inconclusive = mostly about -30% to -49%; note: % is set by controls: 0 for no effect and ±100 for the full control effect
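Secreted IL-1B measured by AlphaLISA bead assay after 16 h compound exposure of THP-1 cells; compounds (final up to 57.5 uM) added 1 h before LPS (250 ng/mL) and ATP (1.25 mM) stimulation; lower signal means less secretion.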
HT1080 IDH1KD tx – kills HT-1080 cells with IDH1 knockdown. 360,000 compounds, 2% hits. HT-1080 IDH1 knockdown viability, ATP luminescence, 48 h. Potency, µM (top dose mostly 46.1 µM), for inactives: at the highest dose activity, negative = toxicity, most hits filed as cytotoxic. AID 686971;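 note: potency is the fitted concentration of half-maximal effect; 0% = DMSO wells and -100% = cell-free medium wells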
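Knockdown cells (IDH1KD HT-1080) received compounds 2 h after plating at 750 cells/well and were kept 48 h at 37 °C in 5% FBS RPMI. A CellTiter-Glo luminescence read gave % activity for curve fitting.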
KB-3-1 cytotox – KB-3-1 parental cell cytotoxicity. KB-3-1 viability, CellTiter-Glo ATP luminescence, 72 h. Potency, µM (highest dose often 46.1 µM), inactives show at the top dose activity change, negative = cytotoxic, most hits filed as cytotoxic. 400,000 compounds, 1.4% hits. AID 1347075; note: potency is the fitted concentration of half-maximal effect; % is set by controls: 0 for no effect and ±100 for the full control effect; nearly all actives have a fitted effect of over 60% in size
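Cytotoxicity measured as CellTiter-Glo luminescence after 72 h at 37 C. Compound titrations were pinned onto drug-naive KB-3-1 parental adenocarcinoma cells grown in DMEM with 10% FBS, and normalized data fitted to concentration-response curves.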
WRN helicase inh – WRN helicase (human) inhibition; Q14191; WRN helicase unwinding, fluorescent forked duplex, kinetic; Potency, µM (highest dose often 114 µM), without a hit: at the top dose activity change, negative = inhibition, hits mostly inhibitors; 360,000 compounds, 0.46% hits; note: potency is the fitted concentration of half-maximal effect; % is set by controls: 0 for no effect and ±100 for the full control effect; nearly all actives have a fitted effect of over 55% in size
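Primary qHTS, 1536-well format. 20 nM WRN + compound, 15 min RT; start with 100 nM forked fluorophore/quencher duplex, 2 mM ATP (final); kinetic read ex 525/em 598 nm.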
KB-V1 cytotox – KB-V1 MDR subline cytotoxicity; Potency, µM (doses to about 46.1 µM), for inactives: at the top dose activity change, negative = cytotoxicity, actives largely listed as cytotoxic; 400,000 compounds, 3.4% hits; KB-V1 MDR cells viability, CellTiter-Glo, 72 h; note: potency is the fitted concentration of half-maximal effect; % is set by controls: 0 for no effect and ±100 for the full control effect; nearly all actives have a fitted effect of over 60% in size
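Cytotoxicity via CellTiter-Glo luminescence after 72 h compound exposure at 37 degrees C. Cells: drug-selected KB-V1 line, DMEM phenol-red free plus 10% FBS. Compounds tested at multiple concentrations; normalized data fitted to concentration-effect curves.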
MCF10A rereplic – induces DNA re-replication in MCF 10a normal breast cells; MCF 10A DNA re-replication, Hoechst nuclear intensity, 48 h; Potency, µM (top dose mostly 46.1 µM), without a hit: at the top dose activity, positive = re-replication, actives largely listed as activators; 350,000 compounds, 2.9% hits; note: potency is the fitted concentration of half-maximal effect; % of control where 0% means no effect; nearly all actives have a fitted effect of over 50% in size
ATXN2 expr inh – reduces ATXN2 reporter expression in HEK-293 cells; Potency, µM (titrated, usually from 57 µM), for the others: at the highest dose activity change, negative = inhibition, actives largely listed as inhibitors; AID 1745845; HEK-293 ATXN2-luciferase reporter, luminescence, 24 h; 360,000 compounds, 0.72% hits; note: potency is the fitted concentration of half-maximal effect; % is set by controls: 0 for no effect and ±100 for the full control effect; nearly all actives have a fitted effect of over 55% in size
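ATXN2-luciferase reporter cells (luciferase flanked by upstream and downstream ATXN2 gene portions) were treated 24 h at 37 °C with compounds at up to 57 uM. SteadyGlo luminescence gave expression; GF-AFC fluorescence gave viability.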
HT1080NT lethal – kills 2HG-producing HT-1080-NT fibrosarcoma cells. HT-1080-NT fibrosarcoma viability, CellTiter-Glo ATP luminescence, 48 h. Potency, µM (series often up to 46.1 µM), without a hit: top-dose activity, negative = less viability, hits mostly cytotoxic. 360,000 compounds, 1.6% hits;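 note: NT is the 2HG producing partner of a matched IDH1 knockdown line; potency is the fitted concentration of half-maximal effect; 0% = DMSO-treated cells and -100% = media-only wells without cells; nearly all actives have a fitted effect of over 55% in size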
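Read-out is CellTiter-Glo luminescence after 10 minutes at room temperature, following 48 hours' compound treatment of HT-1080-NT cells (750 cells/well, RPMI, 5% FBS, 37 degrees C).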
SW480 rereplic – DNA re-replication induction in SW480 cells | Potency, µM (series often up to 46.1 µM), inactives show at the top dose re-replication activation, usual class: activators | 340,000 compounds, 1.8% hits | SW480 DNA re-replication, Hoechst DNA content imaging, 48 h; note: potency is the fitted concentration of half-maximal effect; % of control where 0% means no effect; nearly all actives have a fitted effect of over 55% in size
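SW480 cells exposed to compounds for 48 hr at 37 C, 5% CO2, then Hoechst-stained 40 min. Nuclear DNA content imaged by fluorescence scanning (405 nm excitation, 500-530 nm emission); re-replication scored as increased high-intensity nuclei.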
* hit, by the source's call; i = inactive; ? = inconclusive; . = not tested or not shown; [ ] = dose if it differs, or a comment. Unless noted, calls come from the whole dose curve; as a rule, active = well fitted curve in the direction sought with a large enough effect; inconclusive = small, poorly fitted or top-dose-only effect, or another doubt; inactive = no such curve, though single readings can be large; an effect the other way counts as inactive or inconclusive. Rows were taken by chance, and some 12% of all compounds hit somewhere here.

SMILES	IL1B secr inh	HT1080 IDH1KD tx	KB-3-1 cytotox	WRN helicase inh	KB-V1 cytotox	MCF10A rereplic	ATXN2 expr inh	HT1080NT lethal	SW480 rereplic
Cc1cc(Br)ccc1NC(=O)c1sc2ncn(CC(=O)N3CCN(c4ccccn4)CC3)c(=O)c2c1C	28	6%	8%	4%[57.1 µM]	20%	-1%	-10%	5%	12%
COc1ccc(Nc2nc(N)nc(CN3CCN(c4ccccn4)CC3)n2)cc1	-9	-1%[9.24 µM]	18%	-1%	?	-2%	1%	2%	-1%
COc1ccc(Cl)cc1NC(=O)CN(C)C(=O)c1cc2c(F)cccc2s1	39	?	?	-3%	-22%	?	.	?	?
CC1(C)CC(=O)C=C(c2ccc3[nH]ccc3c2)C1	-7	1%	4%	-4%	-8%	14%	12%	0%	2%
O=C(c1cc(S(=O)(=O)N2CCOCC2)ccc1F)N1CCc2ccccc21	10	-10%	?	-3%	1%	?	?	-1%	-17%
O=C(CCCN=C1NS(=O)(=O)c2ccccc21)OCc1ccc(F)cc1	1	-1%	0%	-7%	?	-1%	-10%	1%	0%
O=C(COC(=O)c1ccco1)NCc1ccccc1Cl	-3	1%	11%	4%	22%	6%	-6%	5%	-1%
CC[N+]1(C)CCC(O)(/C=C/c2ccccc2)C(C(=O)/C=C/c2ccccc2)C1 (stereo not given)	-102*	7.3µM*	?	11µM*	?	?	?	-17%	21µM*
Cc1ccc(NS(=O)(=O)c2ccccc2)c2c1CC(C)(C)O2	-9	2%	10%	6%	-26%	7%	-1%	4%	-4%
COc1ccc(-n2nc(C(=O)NCC(=O)NCCCN3CCOCC3)c3ccccc3c2=O)cc1OC	4	10%	9%	-3%	0%	-6%	8%	12%	13%
CCCSc1ccc([C@H]2N[C@@](C)(C(=O)OC)[C@H]3C(=O)N(CC)C(=O)[C@@H]23)cc1	15	-1%	1%	6%	-3%	-20%	-1%	3%	-2%
COc1ccc(N2CCN(c3c(S(=O)(=O)c4ccccc4)cnc4ccc(OC)cc34)CC2)cc1	-10	3%	-17%	7%	-11%	2%	3%	-4%	-1%
COc1ccc(NS(=O)(=O)c2cc(NC(=O)c3ccc(F)cc3)ccc2OC)cc1	-8	-24%	-2%	-8%	?	0%	8%	-11%	1%
CC1(C)CC(=O)C(C=Nc2ccccc2)=C(O)C1	0	8%	14%	6%	3%	2%	5%	4%	-4%
CCC(OC(=O)c1cccs1)C(=O)NCc1ccc2c(c1)OCO2 (stereo not given)	0	13%	3%	-2%	2%	9%	55%[activator]	8%	0%
Cc1cccc(NC(=O)CN2CCN(C(=O)c3cc(C4CC4)nn3-c3ccccc3)CC2)c1C	21	-5%	0%	3%	6%	.	.	12%	.
Cc1nn(CCCC(=O)Nc2nccs2)c(C)c1[N+](=O)[O-]	20	-6%	13%	10%	-8%	-2%	-5%	6%	-5%
Cc1ccc(CNC(=O)CCCN2C(=S)NC(C)(C)CC2C)cc1 (stereo not given)	2	9%	16%	11%	-23%	-3%	4%	28%	-3%
CCN(CC)C(=O)CSc1nc(O)c(Cc2ccccc2)c(=O)n1-c1ccccc1	5	14%	0%	1%	?	6%	-3%	5%	-1%
CC(NC(=O)C1CCCN(C(=O)N(C)C)C1)c1ccccc1 (stereo not given)	7	3%	7%	4%	-24%	-2%	4%	16%	-7%
O=C(Cn1cnc2ccccc21)Nc1ccc2c(c1)OCCCO2	0	-12%	?	-3%	?	-5%	9%	-15%	?
COC(=O)c1[nH]c2ccc(F)cc2c1NC(=O)CCN1CC(C)OC(C)C1 (stereo not given)	-6	23%	11%	-12%	-3%	-2%	-6%	19%	-8%
COc1ccc2c(c1)c(C(C)=O)c(C)n2-c1ccccc1OC	?	-15%	0%	-17%	-2%	?	-17%	-10%	-85%[inhibitor]
O=C(COC(=O)CNC(=O)c1ccc(Cl)cc1Cl)NNC(=O)c1ccccc1F	1	18%	5%	-26%	5%	-1%	-11%	8%	-2%
CC(C)S(=O)(=O)c1csc(C(=O)NNC(=O)Nc2ccccc2)c1Cl	12	-3%	3%	-2%	-3%	-1%	12%	0%	-9%
COc1ccc(-c2cc(CCCC(=O)NCCc3ccc(OC)cc3OC)no2)cc1	13	-28%	0%	-2%	-3%	-3%	-6%	0%	7%
CCOc1ccc(NC(=S)C(C#N)=C2N(C)c3ccccc3N2C)cc1	0	12%	?	-3%	-8%	18%	11%	-1%	-21%
Cc1ccc(S(=O)(=O)n2nc(-c3ccc(Cl)cc3)nc2NCc2ccco2)cc1	?	-11%	0%	-7%	?	21%	21%	-8%	10%
CC(=O)NC(Cc1ccccc1)C(=O)N1CCN(C(=S)NCC(C)C)CC1 (stereo not given)	-2	7%	-2%	-5%	37%	-4%	14%[11.3 µM]	18%	-14%
N#Cc1nc(-c2cccc3ccccc23)oc1NCCN1CCCCC1	?	?	?	-1%	0%	?	-14%	?	?

Brought forward from above: 2 entries; new compounds follow.
SMILES	IL1B secr inh	HT1080 IDH1KD tx	KB-3-1 cytotox	WRN helicase inh	KB-V1 cytotox	MCF10A rereplic	ATXN2 expr inh	HT1080NT lethal	SW480 rereplic
CC(=O)NC(Cc1ccccc1)C(=O)N1CCN(C(=S)NCC(C)C)CC1 (stereo not given)	-2	7%	-2%	-5%	37%	-4%	14%[11.3 µM]	18%	-14%
N#Cc1nc(-c2cccc3ccccc23)oc1NCCN1CCCCC1	?	?	?	-1%	0%	?	-14%	?	?
Cc1cc(C)cc(Nc2cc(C)nc3nc(C)nn23)c1	20	-1%	0%	-3%	-5%	0%	6%	-19%	-11%
COc1cc(C2C(C(=O)c3ccc(C)o3)=C(O)C(=O)N2Cc2cccnc2)ccc1O (stereo not given)	3	11%	12%	-1%	1%	-3%	0%	15%	-4%
Cc1ccc(-c2nnc3sc(C4COc5ccccc5O4)nn23)cc1 (stereo not given)	-19	3%	-27%	-1%	0%	5%	2%	-4%	-10%
CC(=O)C[C@H](O)CC(=O)[C@@H]1OC(=O)[C@@H](C)C/C=C\Cc2ccccc21	17	12%	6%	1%	-12%	0%	9%	11%	-7%
C/C(=N\NC(=O)C1(C)CC1(Br)Br)c1cccc(NC(=O)C2CCC2)c1 (stereo not given)	13	-8%	-2%	-10%	?	3%	3%	0%	-4%
O=CNC(Cc1ccccc1)C(=O)O (stereo not given)	39	17%	11%	1%	11%	0%	-1%	20%	1%
CC(=O)c1cccc(CN2CCN(C3CCCC3)C(CCO)C2)c1 (stereo not given)	11	-2%	21%	1%	-7%	0%	.	27%	-20%
CCOC(=O)N1CCN(C(=O)C2CCN(S(=O)(=O)c3cc(Cl)ccc3OCC)CC2)CC1	7	2%	.	-16%	.	0%	0%	0%	-3%
COc1ccc(C(=O)CSc2nnc(-c3ccco3)o2)cc1	-4	13%	20%	7%	22%	0%	1%	11%	-4%
Cc1ccc(S(=O)(=O)Nc2ncc(C(F)(F)F)cc2Cl)cc1	-4	-5%	-3%	-22%[57.1 µM]	-15%	-4%	-5%[11.3 µM]	-2%	-4%
CCCNC(=O)C1(C)CCN(C(=O)/C=C/c2ccccc2)C1 (stereo not given)	10	13%	0%	1%	5%	.	8%	?	.
CCCC(C)NC(=O)c1c2c(nc3ccccc13)CCC2 (stereo not given)	12	3%	13%	-3%[11.6 µM]	-24%	-3%	-18%	9%	-4%
CCOc1ccc(NC(=O)CSc2ncc(-c3ccc(F)cc3)n2Cc2ccco2)cc1	?	-30%	1%	-8%	-26%	?	-24%	-25%	?
Cn1cc(CN2CCC(n3nccc3NC(=O)c3ccccc3Cl)CC2)c2ccccc21	-82*	?	-17%	-1%	-8%	?	?	?	?
Cc1noc(C)c1-c1ccc(C(=O)NCc2ccco2)c2occc12	62	8%	0%	-5%	-16%	.	86%[activator]	8%	.
O=C(OCCOc1ccc(F)cc1)c1ccc(S(=O)(=O)N2CCCC2)cc1	-1	2%	0%	4%	-1%	15%	.	-6%	1%
O=C(NCCCN1CCCCC1)c1ccc(CS(=O)c2ccc(Cl)cc2)o1 (stereo not given)	-2	-2%	-5%	-3%	?	?	4%	-7%	?
CC(C)N1C(=O)C2C(C(=O)NC3CCCCC3)C3C=CC2(O3)C1C(=O)NC1CCCCC1 (stereo not given)	-1	-6%	16%	9%	0%	2%	-8%	-3%	1%
CN(CC(=O)O/N=C(\N)c1ccc(Br)cc1)S(=O)(=O)c1ccccc1	i	1%	2%	-24%	-24%	-13%	4%	1%	-12%
O=C(NCCc1ccccc1)/C(=C\c1ccc([N+](=O)[O-])cc1)NC(=O)c1ccco1	6	-1%	.	-19%	.	1%	-5%	2%	3%
O=C(Cc1c(F)c(F)c(F)c(F)c1F)OC12CC3CC(C1)C(=O)C(C3)C2	-17	1%	4%	-10%[57.1 µM]	-3%	1%	6%	4%	17%
CCCCc1ccc(NC(=O)N[C@H](C(=O)O)C(C)C)cc1	19	7%	20%	7%	28%	17%	15%	5%	-6%
COc1ccc(/C=N/NC(=O)c2ccc(O)cc2O)cc1CSc1ccccn1	-4	-1%	0%	?	-18%	2%	5%	2%	.
O=C(COc1ccccc1)Nc1nnc(-c2ccco2)o1	-6	18%	9%	-5%	-4%	-1%	-22%	6%	1%
O=C1CCCc2c1ccc1ccccc21	-5	1%	2%	-4%	6%	0%	5%	1%	-5%
O=C(N/N=C/c1cc([N+](=O)[O-])ccc1O)C12CC3CC(CC(C3)C1)C2	161	-16%	?	7%	-13%	7.3µM*	.	-11%	?

Source: PubChem BioAssay (National Center for Advancing Translational Sciences (NCATS))
